# Source: PubChem BioAssay
# AMA1-RON2 inh: qHTS for Inhibitors of AMA1-RON; Towards Development of Antimalarial Drug Lead: Primary Screen; AlphaScreen AMA1-biotinylated RON2 peptide binding; Potency, µM (highest dose often 58.2 µM), inactives show at the top dose activity change, negative = inhibition, actives largely listed as inhibitors; actives 0.2% (n = 360,000); AID 720542, 2013;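 also: potency is read from the fitted curve at half-maximal effect; 0% = vehicle wells and -100% = peptide control; nearly all actives have a fitted effect of over 45% in size; some results filed as inactive show a strong effect at the top dose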
#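 AMA1 (3D7) with his tag at 25 nM final met compounds first, then biotinylated RON2 peptide at 25 nM; detection used donor plus acceptor beads, 10 µg/mL apiece, read by AlphaScreen after 30 min at room temperature.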
# Shiga inhibitor: A qHTS for Small Molecule Inhibitors of Shiga Toxin; Vero cells, Shiga toxin protein synthesis inhibition reporter; inhibition, % at 38.7 µM; actives 9.2% (n = 290,000); in the data active = inhibition mostly above about 28%, no sharp cut-off; inactive = mostly below about 43%; also: 0% is about no effect
# CHX counter: Cycloheximide Counterscreen for Small Molecule Inhibitors of Shiga Toxin | cell reporter, cycloheximide protein synthesis inhibition counterscreen | max response, % | actives 12% (n = 300,000) | AID 2314, 2010; in the data active = max response mostly above about 13%, no sharp cut-off; inactive = mostly below about 14%; also: read at 38.3 µM for the half of the compounds with a filed dose; 0% is about no effect
# LmPK inh: qHTS Assay for Inhibitors of Leishmania Mexicana Pyruvate Kinase (LmPK); Q27686; Potency, µM (highest dose often 57.5 µM), inactives show at the highest dose activity change, negative = inhibition, usual class: inhibitors; purified LmPK, Kinase-Glo ATP luminescence, 1 h; actives 0.37% (n = 290,000); also: potency is read from the fitted curve at half-maximal effect; % is scaled to controls: 0 for no effect and ±100 for the full control effect
# Target sequence (Q27686 whole entry, looked up): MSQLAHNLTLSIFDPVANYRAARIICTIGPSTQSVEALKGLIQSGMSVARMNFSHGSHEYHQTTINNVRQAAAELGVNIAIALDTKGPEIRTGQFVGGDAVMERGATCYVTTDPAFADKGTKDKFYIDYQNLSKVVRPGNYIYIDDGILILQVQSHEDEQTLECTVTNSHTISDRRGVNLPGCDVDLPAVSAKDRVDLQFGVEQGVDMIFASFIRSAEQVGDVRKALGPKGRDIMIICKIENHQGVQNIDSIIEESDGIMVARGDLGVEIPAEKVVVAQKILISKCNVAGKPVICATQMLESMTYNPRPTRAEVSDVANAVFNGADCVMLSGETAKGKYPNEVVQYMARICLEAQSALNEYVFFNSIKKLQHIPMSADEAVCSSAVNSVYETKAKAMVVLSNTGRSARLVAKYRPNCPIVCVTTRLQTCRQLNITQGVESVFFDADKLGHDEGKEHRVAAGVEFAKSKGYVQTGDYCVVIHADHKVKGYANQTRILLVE
#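 qHTS format; LmPK 0.1 nM; substrates PEP 0.5 mM and ADP 0.1 mM. One-hour room-temperature incubation, then coupled luciferase luminescence; 0.5 nM enzyme wells mark activation.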
# Pf growth 48h: Primary qHTS for delayed death inhibitors of the malarial parasite plastid, 48 hour incubation; Potency, µM (titrated, usually from 28.7 µM), without a hit: at the highest dose activity change, negative = inhibition, most hits filed as inhibitors; P. falciparum luciferase growth in erythrocytes, 48 h; actives 5.9% (n = 310,000); also: potency is read from the fitted curve at half-maximal effect; % is scaled to controls: 0 for no effect and ±100 for the full control effect
#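 Parasite viability was followed by luminescence of a genomically integrated firefly luciferase. Cultures held 0.1% parasitemia at 2% hematocrit (final), incubated under 5% CO2 at 37 C.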
# Tb PYK inh: qHTS of Trypanosoma Brucei Inhibitors | pyruvate kinase (Trypanosoma brucei), Q57TT1 | TbPYK enzyme, Kinase-Glo Plus ATP luminescence, 45 min | Potency, µM (series often up to 76.8 µM), for the others: top-dose activity, negative = inhibition, actives largely listed as inhibitors | actives 0.12% (n = 410,000) | AID 624173, 2012; also: potency is read from the fitted curve at half-maximal effect; % is scaled to controls: 0 for no effect and ±100 for the full control effect; nearly all actives have a fitted effect of over 50% in size
#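 T. brucei PYK with substrate was exposed to pin-transferred compounds across a concentration series, then started with 130 uM ADP (final). After 45 min at room temperature, Kinase-Glo Plus luminescence was read, normalized and curve-fitted.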
# Pf growth 96h: Primary qHTS for delayed death inhibitors of the malarial parasite plastid, 96 hour incubation; P. falciparum luciferase reporter growth, 96 h; Potency, µM (highest dose often 28.7 µM), without a hit: top-dose activity change, negative = inhibition, usual class: inhibitors; actives 6.9% (n = 320,000); AID 504834, 2011; also: potency is read from the fitted curve at half-maximal effect; % is scaled to controls: 0 for no effect and ±100 for the full control effect
#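 Two parasite generations (96 h, 37 C, 5% CO2) of compound exposure in infected erythrocytes (0.05% parasitemia, 2% hematocrit). Luciferase-reporter P. falciparum; decreased luminescence indicates inhibited growth, aimed at apicoplast-acting delayed death.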
# Active calls of the source: *; i = inactive; ? = inconclusive; . = not tested or not shown; & = joins results of further samples; [ ] = dose if it differs, or a comment. Unless noted, calls follow the shape of the dose curve; as a rule, active = well fitted curve in the direction sought with a large enough effect; inconclusive = small, poorly fitted or top-dose-only effect, or another doubt; inactive = no such curve, though single readings can be large; an effect the other way counts as inactive or inconclusive.
SMILES,AMA1-RON2 inh,Shiga inhibitor,CHX counter,LmPK inh,Pf growth 48h,Tb PYK inh,Pf growth 96h
COc1cc(C(=O)NCC(=O)N/N=C/c2ccc(-c3ccc([N+](=O)[O-])cc3)o2)cc(OC)c1OC,4%,6,-7,7%,5%,-5%,0%
CCOc1ccc(C2C(C(=O)O)CCC(=O)N2C2CCCCC2)cc1 (centres undefined),-15%,-13,0,-3%,2%,1%,2%
CCOC(=O)CCn1c2nc(C)cc(C)c2c(=O)n1-c1ccccc1,-7%,1,-1,-3%,.,-1%,-17%
CCC(C)NC(=O)c1cc(-c2ccc3c(c2)OCO3)on1 (centres undefined),-7%,57*,38*,-6%,216%[activator],-5%,0%
COc1ccc(NC(=O)C2CCN(S(=O)(=O)c3cccc4nonc34)CC2)cc1,38%[activator],21,-1,-3%,-14%,-5%,?
Cc1ccc(NC(=S)NC(=O)c2ccc(F)cc2)cc1S(=O)(=O)Nc1cccc(Cl)c1,25%,-13,6,-1%,?,-5%,-7%
Nc1ccc(Br)c2cccnc12,21%,13,8,-3%,13%,-4%,27%
Cc1cc(C)cc(C(=O)Nc2ccc(N3CCCC3)cc2)c1,-20%,72*,50*,-13%,-17%,-19%,13%
COC(=O)C1=CN(Cc2cccs2)C=C(C(=O)OC)C1c1ccc(OC)cc1OC,50%[activator],-9,5,6%,?,11%,30%[activator]
O=C(Nc1ccc2c(c1)OCCO2)C1CCN(c2ncccn2)CC1,25%,71,27,2%,53%[activator],3%,-8%
Fc1ccccc1-c1nc(N2CCCCC2)c2ccccc2n1,14%,-11,-8,5%,19%,-10%,?
O=C(c1ccc(C#CC2(O)CCCCC2)cc1)N1CCN(C(c2ccccc2)c2ccccc2)CC1,-1%,21,21*,-2%,.,-11%,-37%
Cc1ccc(NC(=O)c2cccc(S(=O)(=O)N3CCN(c4ccc(F)cc4)CC3)c2)nc1,-10%,18,18,0%,?,3%,?
CC(=O)c1ccc(NS(=O)(=O)c2cccc(C(=O)Nc3ccccc3C(=O)O)c2)cc1,-1%,-3,-2,-6%,27%,-14%,22%
CCC1(C)Cc2ccccc2-c2[nH][nH]c(=O)c21 (centres undefined),1%,7,-4,13%,12%,-7%,?
CCCCn1c(O)c(C(C)=Nc2ccc3c(c2)CCC3)c(=O)[nH]c1=O,4%,15,-1,1%,?,-4%,-9%
COc1cc2c(cc1NC(=O)c1cccc(S(=O)(=O)N(C)C)c1)oc1ccccc12,0%,67*,25*,4%,15%,2%,68%[activator]
O=C(c1ccc(S(=O)(=O)N2CCOCC2)cc1)N(c1ccc(F)cc1)C1C=CS(=O)(=O)C1 (centres undefined),13%,-4,-1,-4%,-9%,-13%,69%[activator]
Cc1c(NC(=O)c2cc(-c3ccc(Cl)s3)nc3ccccc23)c(=O)n(-c2ccccc2)n1C,5%,-18,-3,2%,8%,-9%,-7%
CC(=O)c1coc2ccc(OCC(=O)O)cc12,-5%,-1,-5,1%,-6%,6%,11%
O=C(c1cnccn1)N1CCN(C/C=C/c2ccccc2)CC1,2%,-10,-3,-7%,5%,-3%,?
Cc1ccc(-c2cccc([C@H]3[C@@H]4C=CC[C@@H](C)[C@@H]4C(=O)N3Cc3ccccc3)c2)cc1,-13%,i,2,.,.,-2%,.
O=C1OC2(CCCCC2)CC2=C1C1O[C@](c3ccsc3)(Cc3ccccc31)O2,.,i,-3,-1%[11.5 µM],?,.,?
CCCN(CCC)CCCNC(=O)c1cc2c(-c3ccc(Cl)cc3)nn(C)c2s1,.,-2,-10,.,.,5%,.
O=C1CC(N2CCCc3ccccc32)C(=O)N1c1ccccc1 (centres undefined),-8%,-9,-5,4%,16%,8%,12µM*

# Next section.
SMILES,AMA1-RON2 inh,Shiga inhibitor,CHX counter,LmPK inh,Pf growth 48h,Tb PYK inh,Pf growth 96h
CC(=O)N1[C@H](Cc2ccccc2)C=C[C@]1(C)C(=O)NCc1ccc(C)o1,3%,22,20,0%,-20%,-22%,?
NC(=O)c1ccsc1NC(=O)C1CC1,12%,0,-7,-1%,4%,-4%,-19%
CN1CCc2c(n(CC(O)CN3CCN(CCO)CC3)c3ccccc23)C1=O (centres undefined),-5%,23,-4,0%,7%,-5%,-14%
O=C(Cc1cccs1)NC(Cc1c[nH]c2ccccc12)C(=O)O (centres undefined),13%,-17,2,-6%,11%,0%,?
Cc1ccccc1C(=O)Nc1ccnn1C1CCN(C(=O)c2ccoc2)CC1,3%,-2,-4,-5%,35%[activator],-6%,2%
COCC(=O)N1CCC(Oc2ccc(C(=O)N(C)CCCC3CCCC3)cc2)CC1,-6%,23,22*,5%,31%[activator],0%,-25%
Cc1ccc(-c2ccc(S(=O)(=O)N3CCN(C)CC3)cc2)cc1,-9%,69,6,-3%,1%,-10%,.
O=C(Nc1cccc(Cl)c1)C1CCN(C(=O)c2cccs2)CC1,22%,-2,-7,6%,-9%,-13%,231%[activator]
O=C(NC(=S)Nc1cc(C(F)(F)F)ccc1N1CCOCC1)c1sc2ccccc2c1Cl,34%[activator],-5,-3,2%,2.1µM*,-12%,3.3µM*
O=C(c1cc(=O)c2ccccc2o1)N1CCCc2ccccc21,2%,7,15,-5%,-2%,6%,?
COc1ccc(CCNC(=O)c2cnc3scc(C)n3c2=O)cc1OC,-12%,6,4,1%,17%,4%,?
CC(C)OC(=O)c1cccc(-c2ccc(C=O)o2)c1,0%[11.6 µM],80*,77*,-1%,33%[activator],-7%,-1%
Cc1ccc(/C=N/n2c(C)nc3ccccc3c2=O)s1,.,92*,40*,9%,i,.,210%[activator]
C=CCNCCCOc1ccc(C)cc1Br,3%,65*,27*,-3%,55%[activator],4%,18%
CCCc1cc(C(=O)Nc2sc3c(c2C#N)CCC3)no1,5%,24,12,-3%,-2%,-14%,17%
Cn1c(SCCOc2ccc(Cl)cc2)nnc1-c1ccncc1,0%,-2,-1,-3%,-5%,0%,?
CC(=O)C1=C(O)CC(C)(C)CC1=NCc1nc2ccccc2[nH]1,73%[activator],-17,-2,9%,-20%,4%,-13%
COc1ccc(NC(=O)C(=O)NCc2ccncc2)c(OC)c1,24%,-1,-1,1%,1%,1%,16%
O=C(CNC(=O)c1ccc(OC(F)F)cc1)NCc1ccccn1,10%,.,.,.,-11%,-6%,8%
COc1ccc(-c2[nH]ncc2CN2CCCCCCC2)c(OC)c1,-14%,-10,-3,-1%,-31%,5%,?
O=C(CSc1nnc(-c2ccccc2)o1)NC1CCCC1,0%,.,.,.,-9%,-8%,2%
CCc1cccc(NC(=S)N(CCCN2CCOCC2)C(C)c2cc3cccc(OC)c3o2)c1 (centres undefined),4%,3,-1,12%,?,-4%,-15%
CCc1ccc(C(=O)NNc2ccc(C)c(Cl)c2)cc1,?,10,9.9*,-2%,?,-6%,51%[activator]
COCCCNc1nc2ccccc2nc1NS(=O)(=O)c1ccc(C)cc1,-5%,-2,2,4%,4%,-1%,7%
COc1ccc(CCNC(=O)c2ccccc2)cc1,2%,117*,28*,-5%,19%,-18%,?

# Structural class, the entries above with bromine (2)
SMILES,AMA1-RON2 inh,Shiga inhibitor,CHX counter,LmPK inh,Pf growth 48h,Tb PYK inh,Pf growth 96h
Nc1ccc(Br)c2cccnc12,21%,13,8,-3%,13%,-4%,27%
C=CCNCCCOc1ccc(C)cc1Br,3%,65*,27*,-3%,55%[activator],4%,18%

# Carrying on.
SMILES,AMA1-RON2 inh,Shiga inhibitor,CHX counter,LmPK inh,Pf growth 48h,Tb PYK inh,Pf growth 96h
CCCCNC(=O)C1CCN(C(=O)C2CCN(S(=O)(=O)c3ccc(C)cc3)CC2)CC1,1%,23,-1,-2%,?,4%,-12%
Cc1n[nH]c(=O)c2c(NC(=O)CSc3nc4ccccc4c(=O)n3CCCOC(C)C)oc(C)c12,-9%,-9,2,0%,18%,-3%,6%
COc1ccc(OC(=O)c2cnn(-c3ccccc3)c2C)cc1,0%,133*,45*,1%,198%[activator],-10%,.
COCC1CCCN(C(=O)c2ccc3oc(CCCc4ccccc4)nc3c2)C1 (centres undefined),-10%,12,2,-2%,?,-4%,?
COc1cccc(C(=O)N2CCN(Cc3ccccn3)CC2)c1,?,-4,6,-2%,.,-4%,1%
O=C(c1cc2ccccc2cc1O)N1CCN(c2ccccc2O)CC1,-2%,.,.,.,?,6%,?
Cc1nc(-c2cccc(N)c2)cs1,29%,29,8,8%,30%,2%,26%
COc1ccc(CCNC(=O)CN2CCC(C)CC2)cc1OC,-14%,9,11,2%,.,9%,?
O=C(NCc1cccs1)C1CCCN(C(=O)Nc2ccccc2)C1 (centres undefined),-6%,-12,-4,1%,4%,-2%,?
CCCCn1c(SCn2nnc3ccccc3c2=O)nc2cc(C(=O)OC)ccc2c1=O,.,4,-1,2%,22%,.,-32%
COCCCn1c(=O)c2ccccc2n(Cc2ccccc2)c1=O,-1%,-7,2,-7%,?,0%,?
CCNc1nc(NC#N)nc(SCC(=O)OCC)n1,2%,-8,-5,3%,1%,1%,?
COc1ccc(C2C(C(=O)NCCN3CCOCC3)c3ccccc3C(=O)N2C)cc1OC (centres undefined),11%,-17,-4,8%,17%,0%,?
Cc1cc2c(cc1C)C(c1ccccc1OC(C)C)CC(=O)N2 (centres undefined),-7%,-4,-1,1%,?,-11%,?
COc1cc(Br)c(C(C)NC(=O)c2cccc(Br)c2)cc1OC (centres undefined),10%,-12,-1,-5%,1.9µM*,1%,1.7µM*
C=CCNc1sc(C(=O)c2ccc(Br)s2)c(N)c1C#N,84%[activator],9,1,-1%,.,-1%,27%
Cc1ccc(C2NC(c3ccc(C)cc3)C(C)C(=NO)C2C)cc1 (centres undefined),-9%,-4,-1,2%,1%,5%,37%[activator]
COc1ccc(NC(=O)C2CCCN(S(=O)(=O)c3ccc4c(c3)CC(C)N4C(C)=O)C2)cc1 (centres undefined),31%[activator],-4,7,1%,13µM*,-1%,-15%
CCC(=NCCC(c1ccccc1)c1ccccc1)c1c(O)[nH]c(=O)[nH]c1=O,-8%[2.32 µM],-5,1,-2%,-23%,1%,?
Cc1ccccc1C(=O)Nc1nnc(S(=O)(=O)N2CCCCCC2)s1,3%,-5,1,-5%,2%,-7%&-3%,-23%
O=C(CCC(=O)N1CCOc2ccccc21)NCc1cccnc1,5%,6,-4,1%,6%,2%,6%

# 3 structures already listed, sorted by molecular weight, descending:
SMILES,AMA1-RON2 inh,Shiga inhibitor,CHX counter,LmPK inh,Pf growth 48h,Tb PYK inh,Pf growth 96h
Cc1n[nH]c(=O)c2c(NC(=O)CSc3nc4ccccc4c(=O)n3CCCOC(C)C)oc(C)c12,-9%,-9,2,0%,18%,-3%,6%
C=CCNc1sc(C(=O)c2ccc(Br)s2)c(N)c1C#N,84%[activator],9,1,-1%,.,-1%,27%
Cc1cc2c(cc1C)C(c1ccccc1OC(C)C)CC(=O)N2 (centres undefined),-7%,-4,-1,1%,?,-11%,?
